MEKK2 WT-MEK5 – raises or lowers MEK5 binding to wildtype human MEKK2 PB1 domain. Q9Y2U5. bead flow cytometry, Alexa488-MEK5 binding to MEKK2 WT; actives lie on both sides. binding response (% of control), % at 10 µM. 290,000 tested, 1.1% active. AID 1531; in the data active means binding response below about 67% or above about 130%
OXTR agonist – human OXTR agonism. CHO-OTR cells, Fluo-8 calcium fluorescence; normalized: DMSO 0%, oxytocin 100%. AID 2435. activation, % at 3 µM. 320,000 tested, 0.32% active. P30559;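 active means activation above the mean of all tested compounds plus 3 SD, cutoff set per screening run, cut at about 20% in these data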;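 further: peak over basal fluorescence ratio from a 100 s FLIPR kinetic read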
Target sequence (P30559 whole entry, looked up): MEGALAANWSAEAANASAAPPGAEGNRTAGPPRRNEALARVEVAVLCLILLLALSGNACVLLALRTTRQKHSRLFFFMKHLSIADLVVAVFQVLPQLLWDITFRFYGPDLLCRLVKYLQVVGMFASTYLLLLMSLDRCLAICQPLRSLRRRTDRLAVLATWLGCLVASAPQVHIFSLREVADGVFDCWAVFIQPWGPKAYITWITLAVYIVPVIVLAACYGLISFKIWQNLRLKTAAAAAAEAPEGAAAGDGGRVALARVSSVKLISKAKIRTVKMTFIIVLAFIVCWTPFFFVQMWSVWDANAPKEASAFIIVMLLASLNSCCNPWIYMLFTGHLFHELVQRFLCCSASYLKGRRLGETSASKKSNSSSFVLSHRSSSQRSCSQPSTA
MEKK3 PB1 HTS – raises or lowers MEK5 binding to the human MEKK3 PB1 domain. bead-based flow cytometry, Alexa488-MEK5 binding to MEKK3; actives lie on both sides; 0 = blocked by unlabeled MEK5, 100 = vehicle. binding response (% of control), % at 10 µM. 290,000 tested, 1.4% active;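 active means binding response more than 3 SD above or below the average of its plate-row segment, actives on both sides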;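 further: Alexa488 bead fluorescence after subtracting the streptavidin-only scavenger bead signal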
GPR7 antagonist – antagonists of human GPR7 (neuropeptides B/W receptor 1); P48145; AID 1861; GPR7-expressing cells, fluorescence antagonist assay; 290,000 tested, 1.1% active; inhibition, % at 4.4 µM; in the data active means inhibition above about 16%, passing the limit was not always enough;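 further: cells stimulated with the agonist NPW; 0% = agonist with vehicle and 100% = vehicle without agonist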
Target sequence (P48145 whole entry, looked up): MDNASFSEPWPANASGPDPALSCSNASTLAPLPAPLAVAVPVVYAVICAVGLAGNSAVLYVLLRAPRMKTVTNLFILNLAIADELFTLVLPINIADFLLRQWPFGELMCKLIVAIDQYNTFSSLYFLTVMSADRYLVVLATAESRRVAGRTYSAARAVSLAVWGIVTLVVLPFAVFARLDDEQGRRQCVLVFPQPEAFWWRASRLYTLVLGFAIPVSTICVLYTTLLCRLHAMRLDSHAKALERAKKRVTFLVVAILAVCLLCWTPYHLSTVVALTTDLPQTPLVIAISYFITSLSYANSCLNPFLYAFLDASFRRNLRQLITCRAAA
DNA FID counter – fluorescent intercalator displacement, NS3 helicase counter-screen | DNA fluorescent intercalator displacement, fluorescence | inhibition, % at 7.9 µM | 290,000 tested, 0.17% active | AID 1845; in the data active means inhibition above about 37%;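 further: 0% = vehicle and 100% = reference compound; higher means more ethidium bromide displaced from hairpin DNA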
MEKK2mut PB1 HTS – signal of MEK5 binding to mutant human MEKK2 PB1 domain | 290,000 tested, 0.35% active | percent response, % at 10 µM | bead flow cytometry, Alexa488-MEK5 binding to MEKK2 mutant; in the data active means percent response above about 24%, passing the limit was not always enough; further: inactives centre near 1; some results filed as inactive read as strong as hits; reference of the scale not given here
NALP1 inh – inhibitors of NALP1 inflammasome in yeast; 280,000 tested, 0.61% active; AID 2071; S. cerevisiae NALP1/ASC/caspase-1 growth, X-gal OD620, 72 h; inhibition, % at 10 µM; in the data active means inhibition mostly above about 24%, no sharp cut-off; inactive means mostly below about 32%; further: some compounds called inactive have numbers as strong as hits
M18AAP inhibitor – blocks P. falciparum M18 aspartyl aminopeptidase. recombinant PfM18AAP, H-Glu-NHMec fluorogenic cleavage. 290,000 tested, 1.2% active. inhibition, % at 7.35 µM. AID 1822;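 active means inhibition above the campaign mean inhibition over all tested compounds plus 3 SD, cut at about 28% in these data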;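 further: 0% = plate median of test compound wells and 100% = 2 mM ZnCl2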
PHOSPHO1 block – inhibitors of human PHOSPHO1 phosphatase; inhibition, % at 13.3 µM; 290,000 tested, 1.1% active; AID 1565; recombinant PHOSPHO1, absorbance phosphatase assay; in the data active means inhibition above about 60%
Target sequence (Q8TCT1 whole entry, looked up): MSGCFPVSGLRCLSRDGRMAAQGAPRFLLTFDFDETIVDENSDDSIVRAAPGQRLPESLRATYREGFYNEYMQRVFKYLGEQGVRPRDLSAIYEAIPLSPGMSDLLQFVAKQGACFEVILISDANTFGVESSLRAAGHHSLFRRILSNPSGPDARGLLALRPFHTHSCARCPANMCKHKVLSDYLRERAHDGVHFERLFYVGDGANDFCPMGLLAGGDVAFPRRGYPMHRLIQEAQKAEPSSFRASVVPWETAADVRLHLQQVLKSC
The depositor's hits bear a star; / = not tested or not shown; & = joins results of further samples; [ ] = another dose, or the depositor's remark.

Screens in order: MEKK2 WT-MEK5	OXTR agonist	MEKK3 PB1 HTS	GPR7 antagonist	DNA FID counter	MEKK2mut PB1 HTS	NALP1 inh	M18AAP inhibitor	PHOSPHO1 block
N#Cc1ccccc1OCC(=O)NC(=O)NCc1ccco1
 : 99	0.1	101	-4	-4	1	/	3	20
CCOc1ccc(NS(=O)(=O)c2ccc(C(=O)N3CCN(c4ncccn4)CC3)cc2)cc1
 : 93	17	95	2	-18	-5	26	5	-5
Cn1c(=O)n(C)c2cc(N3CCOCC3)c(NC(=O)c3ccc(F)cc3)cc21
 : 108	-1.3	108	-2	-27	2	10	0	51
Cc1nc(-c2cccnc2)sc1C(=O)Nc1ccc(Cl)cc1
 : 104	-0.7	107	-4	-13	4	-2	4	37
CCOC(=O)C1CCCN(CC(=O)/C=C2/N(C)c3ccccc3C2(C)C)C1 (stereo unspecified)
 : 111	-1.7	108	0	9	10	6	-4	6
CCOC(=O)c1sc(NC(=O)CSc2nc(C)cc(C(F)(F)F)n2)c(C#N)c1C
 : 100	-0.2	100	-9	5	1	-2	-9	45
O=c1c2ccccc2nc(/C=C/c2cccc(Br)c2)n1CCCO
 : 98	-0.9	100	1	-32	2	4	-4	25
CCC(C)(C)NC(=O)C(c1cccc(OC)c1OC)N(C(=O)CCC(=O)Nc1cc(C)on1)C(C)C (stereo unspecified)
 : 106	-1.9	103	-10	-42	4	28	-5	16
CC(C)c1ccc(C(N)=S)cc1
 : 107	-1.0	109	-8	-4	-1	-2	-4	10
CCN(C(=O)c1cc2ccccc2o1)C12CC3CC(CC(C3)C1)C2
 : 104	0.1	108	-9	12	0	-88	-4	9
Nc1cc(=O)[nH]c(SCC(=O)Nc2ccc3c(c2)CCC3)n1
 : 100	1.2	105	-1	-12	-1	1	-1	32
O=C(c1ccccc1)c1cnc(-c2ccc(Cl)cc2)s1
 : 102	-0.5	102	3	4	10	-10	-3	19
CCCN1CCN(C(=S)Nc2ccc3nc(N4CCN(CC)CC4)cc(C)c3c2)CC1
 : 123	0.4	113	-5	50*	13	7	-10	20
O=C(/C=C/c1ccccc1)Nn1c(-c2cccs2)nc2ccccc2c1=O
 : 106	-1.5	104	-4	-12	1	19	-2	7
O=S(=O)(c1cc(F)ccc1F)N1CCC2(CC1)OCCO2
 : 110	-0.1	104	-15	-9	9	5	-2	25
COc1ccc2nc(NC(=O)CCc3cc(OC)c(OC)c(OC)c3)sc2c1
 : 96	-1.8	97	-11	-22	-6	-6	1	4
COc1ccc(-c2n[nH]c(=S)n2Cc2ccco2)cc1
 : 99	-1.1	95	8	-14	2	-2	9	102*
O=C(Cn1c(=O)c(=O)n(Cc2ccccc2)c2ccc(Cl)cc21)Nc1cc(F)ccc1F
 : 90	0.1	102	1	-3	-6	-10	-14	34
COc1ccccc1C1c2ccc3ccccc3c2Oc2ncn(CCN(C)C)c(=N)c21 (stereo unspecified)
 : 153*	3.3	115	22	13	32*	20	0	19
O=[N+]([O-])c1ccc2c(c1Nc1ccccc1)=NC1(CCCCC1)N=2
 : 100	-2.3	104	-3	1	6	25	-6	36
CN(C)CCN1C(=O)C(=O)/C(=C(/O)c2ccc(S(=O)(=O)N3CCOCC3)cc2)C1c1ccc(Br)cc1 (stereo unspecified)
 : 101	-0.4	101	-6	-17	4	10	2	12
CCOC(=O)C(C)(C)N(Cc1cccc(C)c1)S(=O)(=O)c1ccc(Cl)c([N+](=O)[O-])c1
 : 98	-0.8	100	12	3	2	16	1	2
O=C(/C=C\Nc1ccc(S(=O)(=O)Nc2ncccn2)cc1)c1ccccc1
 : 96	/	87	-11	-3	-23	/	-4	-2
CCCOc1ccc(C(=O)NCC(c2cccs2)N(C)C)cc1OC (stereo unspecified)
 : 108	-0.8	146*	-9	4	7	27	4	-5
CCN1CCN(CCCNC(=O)C2CCCN(c3nnc(-n4cccc4)s3)C2)CC1 (stereo unspecified)
 : 109	-0.6	103	-2	8	8	25	0	1
Cc1ccc(Nc2nc(N3CCOCC3)nc(N3CCOCC3)n2)cc1Cl
 : 85	-1.2	89	10	-5	-18	2	15	7
O=C(O)c1ccc(N(Cc2ccccc2)S(=O)(=O)c2ccccc2)cc1
 : 105&96	0.2&3.1	102&97	-8&14	-22&-34	5&-1	1&-10	-1&-4	8
CCOc1ccc(NC(=O)CSc2nnc(C34CC5CC(CC(C5)C3)C4)n2C)cc1
 : 95	-0.5	96	-7	-14	-3	3	3	20
CCC1S/C(=N/N=C/c2ccco2)N(Cc2ccccc2C)C1=O (stereo unspecified)
 : 102	-2.6	98	-20	-26	-2	/	4	37
COc1ccc(NC(=O)Cn2ncn3nc(-c4ccc(OC)cc4)cc3c2=O)cc1
 : 99	-0.1	100	-3	-2	2	-2	-1	22
O=C(NCc1cccs1)C1(S(=O)(=O)c2ccccc2)CC=CC1
 : 89	-0.4	97	10	-1	-9	18	-10	-2
O=C(CN1C(=O)c2ccccc2C1=O)Nc1nccs1
 : 105	-0.6	103	4	-2	-2	/	0	27
C/C(=N/NC(=O)CNC(=O)c1cccnc1)c1ccc(Cl)c(Cl)c1
 : 107	-0.9	106	-2	-21	7	2	5	38
COc1ccc(C(C)=O)cc1CN(C)C
 : 118	1.2	108	-2	3	3	/	-15	-6
Cc1cccc2c(=O)oc(-c3ccccc3Cl)nc12
 : 105	-1.2	102	-8	-8	1	21	-12	-3
CCCCOC(=O)c1nc(Cl)c(Cl)c(N)c1Cl
 : 109	-1.5	107	-2	1	19	15	-10	4
O=C(Nc1cccc(S(=O)(=O)N2CCCCC2)c1)c1ccc2ncsc2c1
 : 59*[inhibitor]	1.9	86	1	-19	-10	/	9	8
Nc1c(C(=O)NCc2ccco2)nnn1Cc1ccccc1
 : 102	0.3	100	-7	-2	0	8	-16	2
CC1CCN(S(=O)(=O)c2ccc(S(=O)(=O)N3CCCC3)cc2)CC1
 : 104	0.1	100	6	-7	4	12	-5	11
COc1cccc(OCCNc2cc(N3CCOCC3)ccc2[N+](=O)[O-])c1
 : 98	1.8	112	-8	0	4	-29	-9	-4
COc1ccccc1NC(=O)CSc1nnc(-c2ccc(C)cc2)o1
 : 99	-0.2	102	3	-1	-4	7	-1	1
Cc1ccc(C)c(NC(=O)C2CC3c4ccccc4C2c2ccccc23)c1 (stereo unspecified)
 : 99	-2.8	103	-4	-3	4	-4	6	38
Cc1ccc(NC(=O)Cn2c(/C=C/c3ccccc3)nc3ccccc32)cc1C
 : 120	-0.6	105	0	0	6	30	-11	7
CC(C)CCNC(=O)C(C)N(C(=O)c1snc(C(N)=O)c1N)c1cnc2ccccc2c1 (stereo unspecified)
 : 95	-2.2	100	5	-28	-3	14	3	-14
CCOC(=O)C1CCN(C(=O)CNC(=O)c2nn(-c3ccc(OC)c(Cl)c3)c(=O)c3ccccc23)CC1
 : 101	-2.0	102	0	-35	-2	18	8	48
O=C(O)CC(NS(=O)(=O)c1cccc2nsnc12)c1ccc(F)cc1 (stereo unspecified)
 : 100	0.7	97	-8	-5	-1	-12	-2	11
O=C(NC1CC1)C1=C[C@H](c2coc3ccccc3c2=O)C[C@H](OCc2ccc(CO)cc2)O1
 : 97	-1.6	102	/	/	-4	/	/	/
COc1ccc(N2CCN(c3ncnc4scc(-c5ccc(F)cc5)c34)CC2)cc1
 : 98	-1.1	102	-37	-41	-2	20	5	21
COc1ccc(CCN2C(=O)NC(NS(=O)(=O)c3ccc(N)cc3)(C(F)(F)F)C2=O)cc1OC (stereo unspecified)
 : 70	0.5	79	-3	-10	-2	7	1	5
COc1ccc(-c2cc(=O)oc3c(C)c(OCC(=O)Nc4cccnc4)ccc23)cc1
 : 103	2.5	106	4	-14	1	-7	3	18
CC(=O)c1ccc(OCC(O)CN2C(C)(C)CC(O)CC2(C)C)cc1 (stereo unspecified)
 : 114	0.5	115	-1	3	17	1	-2	-11
Cc1cc(C)n(-c2cccc(Cl)c2)c(=O)c1C#N
 : 106	0.9	105	0	-7	4	6	0	10
Cc1cc(C)nc(N/N=C/C2=C(N3CCOCC3)C(=C/c3ccccc3)/CC2)n1
 : 93	-1.3	89	6	-27	-3	-10	36*	-3
CN(C)c1ccc(CNS(=O)(=O)c2csc(C(N)=O)c2)cc1
 : 103	9.8	103	5	3	1	28	4	2
N#Cc1ccc(NC(=O)COC(=O)CCNS(=O)(=O)c2ccccc2)cc1
 : 92	5.0	94	-1	-7	-3	/	1	4
CCOC(=O)c1ccccc1NC(=O)CCNC(=O)Cn1cnc2ccccc2c1=O
 : 99	-1.8	100	-11	-18	2	-5	-2	-5
COc1c(C)cc(C(=O)C2CCCN(Cc3c(C)n(C)n(-c4ccccc4)c3=O)C2)cc1C (stereo unspecified)
 : 98	-0.4	96	4	18	-2	9	1	24
COc1ccc(CN(Cc2ccc(C(=O)O)cc2)C(=S)Nc2ccccc2F)cc1OC
 : 99	-1.2	101	-3	-18	-5	-14	4	-4
CC(=O)SC1CC(=O)N(c2c(C)cccc2C)C1=O (stereo unspecified)
 : 103	0.5	105	-9	-5	-2	/	-26	43
Cc1ccc(S(=O)(=O)n2nnc3ccccc32)c(C)c1C
 : 87	1.2	84	11	-1	-6	13	7	15

3 entries from above, arranged by the value under NALP1 inh, high to low:
mol	NALP1 inh
Cc1ccc(S(=O)(=O)n2nnc3ccccc32)c(C)c1C	13
CC(=O)c1ccc(OCC(O)CN2C(C)(C)CC(O)CC2(C)C)cc1 (stereo unspecified)	1
Cc1cc(C)nc(N/N=C/C2=C(N3CCOCC3)C(=C/c3ccccc3)/CC2)n1	-10

Next section
Screens in order: MEKK2 WT-MEK5	OXTR agonist	MEKK3 PB1 HTS	GPR7 antagonist	DNA FID counter	MEKK2mut PB1 HTS	NALP1 inh	M18AAP inhibitor	PHOSPHO1 block
Cc1ccc(Cn2c(CCNc3nc(-c4ccc(C)cc4)cs3)nc3cc(C(=O)NCCCO)ccc32)cc1
 : 98	-0.1	98	/	/	1	/	/	/
COc1cc(/C=N/NC(=O)C(=O)N2CCCCCC2)ccc1O
 : 105	0.2	107	-4	-11	4	1	1	18
CCCCNC(=O)c1ccc(NS(=O)(=O)c2ccc3[nH]c(=O)[nH]c3c2)cc1
 : 99	-0.5	101	16	-2	9	2	-4	-1
COc1cccc(-c2nnc(NC(=O)c3ccc(S(=O)(=O)N(CC(C)C)CC(C)C)cc3)o2)c1
 : /	-1.2	/	-19	-1	/	-9	4	-16
Fc1ccc(CNC(=S)Nc2ccccc2F)cc1
 : 109	2.5	104	-22	-4	1	6	-1	19
COc1ccc(S(=O)(=O)N(CC(=O)Nc2ccc(S(=O)(=O)N3CCOCC3)cc2)Cc2ccc(F)cc2)cc1
 : 107	2.9	97	24*	0	-1	14	2	-21
O=C(N/N=C\c1ccc[nH]1)c1cncc(Br)c1
 : 96	0.2	98	-3	-9	0	-3	10	40
O=C(Cc1ccc(Cl)cc1Cl)Nc1ccncc1
 : 104	8.7	103	2	2	8	8	0	38
COc1ccc(N2C(=O)C(F)(F)C2c2cccc(F)c2)cc1 (stereo unspecified)
 : 97	-2.0	100	-19	-7	0	7	4	-18
COc1ccc(OC)c(S(=O)(=O)n2nc(-c3ccccc3)cc2N)c1
 : 112	-0.7	108	7	0	10	7	-1	-1
CCOC(=O)c1sc(NC(=O)c2ccc(S(=O)(=O)N3CCOCC3)cc2)nc1-c1ccccc1
 : 91	-0.2	100	-3	2	3	23	-5	-2
CCOC(=O)c1c(NC(=O)Cn2c(C)nc3ccccc32)sc2c1CCC2
 : 92	1.3	105	-5	5	0	/	-2	10
O=C(C[n+]1cccc(CNC(=O)c2ccc(OC(F)F)cc2)c1)Nc1ccccc1Cl
 : 125	-1.5	104	0	16	20	31	3	-6
COc1ccc(/C=N/NC(=O)c2ccccc2Cl)cc1CSc1nc2ccccc2s1
 : 122	-0.1	121	-9	-4	19	14	2	21

Assay outcomes: PubChem BioAssay, several laboratories
